Source: PubChem (several laboratories)
Kir21 block: inhibitors of mouse Kir2.1 inward-rectifier potassium channel | P35561 | HEK293-Kir2.1, FluxOR thallium flux fluorescence; stronger effect = lower value | B-score at 10 µM | 0.85% of 310,000 active | AID 1672;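 active = fluorescence ratio B-score at or below minus 3 SD of library scores, with starting-brightness B-score within 2 SD, cut at about -4.2 in these data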;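 note: channel flux triggered by added potassium and thallium sulfate stimulus; B-score of peak minus minimum fluorescence over baseline after thallium stimulus; more negative B-score means stronger Kir2.1 block with less thallium influx; some compounds called inactive have numbers as strong as hits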
Target sequence (P35561 whole entry, looked up): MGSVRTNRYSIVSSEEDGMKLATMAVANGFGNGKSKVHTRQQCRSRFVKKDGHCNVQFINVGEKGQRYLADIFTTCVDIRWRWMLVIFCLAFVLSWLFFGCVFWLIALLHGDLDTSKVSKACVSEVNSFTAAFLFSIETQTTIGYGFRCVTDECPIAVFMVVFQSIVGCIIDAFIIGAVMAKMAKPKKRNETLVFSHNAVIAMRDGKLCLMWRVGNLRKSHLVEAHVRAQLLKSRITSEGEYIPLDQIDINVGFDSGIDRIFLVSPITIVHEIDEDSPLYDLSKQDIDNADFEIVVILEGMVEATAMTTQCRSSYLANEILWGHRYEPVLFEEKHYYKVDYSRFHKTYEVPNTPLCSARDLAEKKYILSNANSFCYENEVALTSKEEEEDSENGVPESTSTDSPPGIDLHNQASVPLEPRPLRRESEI
STK33 inh: blocks human STK33 kinase activity. purified STK33, MBP phosphorylation, ADP-Glo luminescence. 0.073% of 320,000 active. Q9BYT3. AID 2661. inhibition, % at 10 µM;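 active = inhibition at or above 25%, using the most active replicate where run in duplicate; inactive = inhibition below 25%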
Target sequence (Q9BYT3 whole entry, looked up): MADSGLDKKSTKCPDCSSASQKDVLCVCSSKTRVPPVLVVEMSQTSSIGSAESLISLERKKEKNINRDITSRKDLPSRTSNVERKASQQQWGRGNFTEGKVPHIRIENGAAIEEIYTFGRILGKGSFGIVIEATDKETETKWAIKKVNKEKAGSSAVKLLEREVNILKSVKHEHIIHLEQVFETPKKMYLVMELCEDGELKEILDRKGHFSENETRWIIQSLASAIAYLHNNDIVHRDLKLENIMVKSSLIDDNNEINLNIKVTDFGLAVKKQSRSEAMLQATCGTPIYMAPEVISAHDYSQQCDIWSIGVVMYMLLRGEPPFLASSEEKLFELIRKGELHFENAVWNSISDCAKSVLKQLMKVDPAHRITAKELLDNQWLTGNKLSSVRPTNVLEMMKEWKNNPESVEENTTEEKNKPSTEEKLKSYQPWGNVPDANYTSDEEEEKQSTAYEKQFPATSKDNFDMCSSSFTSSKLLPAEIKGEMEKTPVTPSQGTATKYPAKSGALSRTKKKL
The depositor's hits bear a star; nt = no result given.

Below each SMILES – Kir21 block, STK33 inh
- CNS(=O)(=O)c1cc(O)c2c(S(=O)(=O)NC)cccc2c1
 : 0.91, -1.8
- Cc1ccc(S(=O)(=O)/C(C#N)=C/c2c(N3CCN(C)CC3)nc3c(C)cccn3c2=O)cc1
 : 0.73, nt
- COC(=O)Cn1c(=NC(=O)c2nc3ccccc3s2)sc2cc(S(N)(=O)=O)ccc21
 : 0.31, -1.5
- O=C(O)CCN1C(=O)c2ccc(NC(=O)CSc3ccccc3)cc2C1=O
 : -1.77, -0.8
- Cc1cc(N2CCCC2)ccc1/C=N/n1cnnc1
 : -0.47, 2.0
- CS(=O)(=O)N1c2ccccc2[C@]2(Br)C[C@H]3C(=O)N[C@@H](Cc4ccccc4)C(=O)N3[C@H]12
 : -0.45, 0.1
- CCn1c(-c2ccsc2)nc2c1c(=O)[nH]c(=O)n2Cc1ccccc1
 : -0.47, 2.1
- Nc1ccc(C(=O)N2CCN(S(=O)(=O)c3ccc(Cl)s3)CC2)cc1[N+](=O)[O-]
 : 1.04, 5.9
- O=C(Nc1cccc2ccccc12)C12CC3CC(C1)CC(n1cnc([N+](=O)[O-])n1)(C3)C2
 : 0.49, -1.1
- COc1ccc(CN(C)c2ncnc(N)n2)cc1
 : -0.84, -0.5
- Cc1ccc(S(=O)(=O)N2CCC(C(=O)N3CCC[C@H]3C(=O)NCc3ccccc3)CC2)cc1
 : -1.04, -0.7
- CCCCN(CC)S(=O)(=O)c1ccc(C(=O)N=c2sc3cc(NC(C)=O)ccc3n2C)cc1
 : 0.82, -0.7
- Cc1ccc(C)c(NC(=O)CCN2C(=O)[C@@H]3Cc4ccccc4CN3C2=O)c1
 : -0.39, -0.3
- COc1ccccc1C1=NN(C(=S)Nc2ccccc2)C(c2ccco2)C1 (stereo not given)
 : -0.68, -2.3
- O=C(CSCc1ccccc1)Nc1cccc(C(=O)Nc2ccccc2C(=O)O)c1
 : -0.12, 3.6

Molecules above containing a halogen (2):
Below each SMILES – Kir21 block, STK33 inh
- CS(=O)(=O)N1c2ccccc2[C@]2(Br)C[C@H]3C(=O)N[C@@H](Cc4ccccc4)C(=O)N3[C@H]12
 : -0.45, 0.1
- Nc1ccc(C(=O)N2CCN(S(=O)(=O)c3ccc(Cl)s3)CC2)cc1[N+](=O)[O-]
 : 1.04, 5.9

New compounds follow
Below each SMILES – Kir21 block, STK33 inh
- COc1cccc(-c2nc(CS(=O)CC(=O)NC3CCCC3)c(C)o2)c1 (stereo not given)
 : 1.54, -1.4
- CCCCn1nnc(NC(=O)c2ccc([N+](=O)[O-])cc2Cl)n1
 : -0.38, -0.8
- Cc1ccn2c(=O)c(C(=O)NCCCN3CCCCC3C)c(O)nc2c1 (stereo not given)
 : -0.97, -1.0
- Cn1cc(CN2CCC[C@H]2CO)c(-c2cccc(Cl)c2)n1
 : -0.97, 0.2
- O=C(CCc1ccccc1)NCCc1nc2ccccc2[nH]1
 : 1.17, 0.5
- CN1CCN(C(=O)c2cc([N+](=O)[O-])ccc2Cl)CC1
 : 0.1, -2.1
- Cc1ccc(C)c(S(=O)(=O)N/N=C/c2ccc(F)cc2)c1
 : 1.99, 0.2
- Cc1cc(C(=O)N/N=C/c2ccco2)n[nH]1
 : 0.53, 0.4
- O=C(NC1CCCC1)c1cc2c(ccc3ccccc32)o1
 : 1.91, -1.3
- COc1ccc(OC)c(NC(=O)NNC(=O)COc2ccc(F)cc2F)c1
 : 0.96, -0.6
- COc1ccc(NC(=O)CCS(=O)(=O)c2ccc3c(c2)CCCN3C(C)=O)cc1Cl
 : -0.09, 1.4
- CCOc1ccc(S(=O)(=O)N/N=C(\C)C2CCCCC2)cc1
 : 1.4, -1.0
- O=c1c2ccccc2nc(/C=C/c2cccc([N+](=O)[O-])c2)n1CCO
 : 0.76, nt
- CCOC(=O)CSc1nnc(CNC(=O)c2ccc(OC)cc2)n1-c1ccc(OC)cc1
 : nt, -0.8
- O=C(CNC(=O)c1ccccc1F)NC1CC1
 : 0.24, -0.4
- O=C(CSc1ccccn1)Nc1ccc(Cl)c([N+](=O)[O-])c1
 : -0.34, 0.0
- Cc1ccc(-c2csc3ncnc(OCC(=O)NC(=O)NCc4ccco4)c23)cc1
 : 1.55, 1.0
- COc1ccc(OCc2cc(C(=O)NC(C)Cn3cncn3)no2)c(Cl)c1 (stereo not given)
 : 3.12, 5.1
- O=C(COc1ccccc1)N1CCN(C(=O)COc2ccccc2)CC1
 : 0.03, -1.9
- O=C(CSc1nnc(-c2ccc(F)cc2)o1)Nc1ccc(S(=O)(=O)N2CCCC2)cc1
 : -1.98, 1.2
- COc1ccc(CNC(=O)C2CCCN(c3nn4c(=O)cc(C)nc4s3)C2)cc1 (stereo not given)
 : -0.25, -4.3
- Cc1cccc(NC(=S)NCCO)c1C
 : 0.91, -0.5
- Cc1cc(C)cc(-n2c(C)cc(/C=N/NC(=O)c3cccc([N+](=O)[O-])c3C)c2C)c1
 : 0.01, 2.6
- Cc1sc(-n2c(C)cc(/C=C3\SC(=S)NC3=O)c2C)c(C#N)c1C
 : -1.96, -0.3
- CCOc1cc(/C=C(\C#N)c2nc(-c3cccs3)c(NC(C)=O)s2)ccc1O
 : -2.8, 0.1
- COC(=O)c1ccc(C)c(NC(=O)CCCN2C(=O)CN(C)C2=O)c1
 : nt, 1.0
- COc1ccc(OCC(=O)Nc2cc3c(cc2C(=O)O)OCCCO3)cc1
 : -0.25, -0.2
- COCCn1cnnc1SCC(=O)Nc1sc2c(c1C#N)CCC2
 : nt, -1.1
- CCCCOc1ccc(C(=O)Nc2ccc(S(=O)(=O)Nc3cc(C)on3)cc2)cc1OC
 : 0.65, 3.1
- CCOc1cc(C(=O)NN2CCOCC2)cc(OCC)c1OCC
 : -1.79, -0.9
- O=C1Cc2cc(S(=O)(=O)Nc3ccc(F)cc3Cl)ccc2N1
 : nt, -0.8
- CCOc1cc2c(cc1OCC)C(c1ccccc1)N(c1ccccc1)C(=O)C2 (stereo not given)
 : 2.62, -0.9
- O=c1c(-c2ccc(Br)cc2)coc2c(CN3CCCCC3)c(O)ccc12
 : -0.07, nt
- O=C(NC1CCCCC1)C1CCN(S(=O)(=O)c2cccc3nsnc23)CC1
 : -1.87, -0.9
- O=[N+]([O-])c1ccc(Oc2ccc(C(F)(F)F)cn2)cc1
 : 1.43, -0.5
- O=C1c2ccccc2C(=O)N1Nc1ccc([N+](=O)[O-])cc1[N+](=O)[O-]
 : -0.15, 0.2
- Cc1csc(N2CCN(c3cc4c(cc3Cl)nc(-c3ccncc3)n4CCCN3CCCC3)CC2)n1
 : -1.24, 0.7
- c1ccc(-c2cn3nc(-c4ccccc4)sc3n2)cc1
 : 0.74, -0.8
- Cc1cc2cc(CNC(=S)NCc3ccccc3)ccc2n1C
 : 0.41, -0.3
- Cc1cccc(/C=N/c2sc3c(c2C#N)CCN(Cc2ccccc2)C3)c1O
 : 1.32, -3.1
- O=C(O)c1cc2ccccc2c(N=Nc2cccnc2)c1O
 : 0.4, 1.0
- O=S1(=O)CCOC[C@H](Cc2ccccc2)N1Cc1ccccc1F
 : -3.13, -1.2
- CCN(CC(=O)Nc1cc(Cl)ccc1C)C(=O)c1cc([N+](=O)[O-])ccc1N1CCOCC1
 : 0.28, -0.5
- Cc1ccc(C)c(S(=O)(=O)N2CCN(C(=O)c3cncc(Br)c3)CC2)c1
 : 0.7, -1.5
- COc1ccc(C2CCCN2C(=S)Nc2ccc(C)cc2Cl)cc1OC (stereo not given)
 : -1.41, -0.9

(listing goes on)
canonical_smiles	Kir21 block	STK33 inh
S=C(NCCCN1CCOCC1)N1CCOCC1	-0.1	0.4
CN(c1ccccc1C(=O)NC1CCCCC1)S(=O)(=O)c1ccccc1	-1.09	0.4
CSCCC(NC(=O)c1cc(C)oc1C)C(=O)O (stereo not given)	-0.46	-0.7
Fc1ccc(NC(=S)Nc2ccccc2OC(F)F)cc1Cl	-1.7	0.6
Cc1ccc(O)c(C(=O)c2cnn(C(=O)COc3ccccc3C#N)c2)c1	-0.08	-1.2
CCC(C)N1C(=O)CCC1C(=O)NCc1ccc2c(c1)OCO2 (stereo not given)	-0.79	-0.2
COc1cc(C=O)ccc1OCCCOc1ccccc1[N+](=O)[O-]	0.88	-1.6
COCc1ccc(C(=O)N2CCCC(Nc3ccc4c(c3)OCCO4)C2)o1 (stereo not given)	1.5	-2.4
Cc1ccc(NC2CCCN(C(=O)c3ccc4nccnc4c3)C2)cc1C (stereo not given)	-0.48	0.1
CC(CC(=O)O)CC(=O)Nc1ccc(Br)cc1 (stereo not given)	1.01	-1.7
CCCCCOc1ccc(C(=O)OCC(=O)Nc2cc(C)c(C)cc2[N+](=O)[O-])cc1	2.08	-0.3
C#CCOc1ccccc1C(N)=O	-0.66	-1.5
COc1cc(OC)cc(C(C(=O)NC2CCCCC2)N(C(=O)c2ccno2)c2ccccc2)c1 (stereo not given)	-0.1	10.2
O=C(Nc1ccncc1)C1(c2ccccc2)CCCC1	-0.02	-2.6
Cc1ccc(C)c(N2CCN(C(=O)CN(C)S(=O)(=O)c3ccc4c(c3)CCC(=O)N4)CC2)c1	1.36	-0.7
O=C(Nc1ccc([N+](=O)[O-])cc1)Nc1ccon1	1.34	1.0
CN(C)c1ccc(/C=N/n2c(COc3ccccc3)n[nH]c2=S)cc1	-0.67	nt
Cc1nnc2ccc(-c3cccc(NC(=O)Cc4cccs4)c3)nn12	-1.05	-0.4
C/C(=N\NC(=O)c1cccc(S(=O)(=O)N2CCOCC2)c1)c1ccc(C)cc1	nt	-0.7
O=C1c2ccccc2C(=O)N1CCCP(=O)(O)CCc1ccccc1	-0.15	-0.2
CCc1nn2c(=O)c(S(=O)(=O)Nc3ccccc3)c(C)nc2s1	-0.68	-0.6
O=C(Cc1ccc(-c2ccccc2)cc1)NCc1ccccc1	-1.34	-1.8
CC(=O)N[C@H]1[C@H]([C@H](O)[C@H](O)CO)OC(C(=O)O)=C[C@@H]1O	0.05	0.1
CS(=O)(=O)N(CC(=O)N1CCc2ccccc2C1)c1cccc([N+](=O)[O-])c1	-0.69	-0.1
O=C(c1ccc(OC2CCN(CCc3ccccc3)CC2)cc1)N1CCCC(CCCO)C1 (stereo not given)	-2.22	-0.1
Cc1cc(C)c(C)c(S(=O)(=O)N2CCN(Cc3nc4ccccc4[nH]3)CC2)c1C	-0.44	-1.0
Cc1cccc(-n2ncc3c(N)ncnc32)c1	1.24	1.0
Cc1cc(C)c2nc(/N=C(\N)NC(=O)c3ccccc3)nc(C)c2c1	1.15	1.0
C=CCNc1nc(C(=O)OCC(=O)N(Cc2ccccc2)C(C)C)cs1	nt	0.1
O=C(/C=C/c1ccccc1Cl)NNC(=O)c1ccncc1	nt	0.9
CC1(C)CC(=O)C/C(=N/NC(=O)C2CCN(S(=O)(=O)c3cccs3)CC2)C1	0.24	-2.2
COC(=O)COc1cccc(NC(=O)c2cccc(C)c2)c1	0.02	0.8
Cc1cc(F)c(F)cc1C(=O)N1CCCC1	1.66	0.1
COc1ccc(C(=O)C[n+]2cn(C(F)F)c3ccccc32)c(F)c1	0.27	-0.8
Cc1ccccc1N1C(=O)[C@@H]2Cc3ccccc3CN2C1=O	-0.45	1.3
O=C(Oc1ccc2cc(Br)ccc2c1)c1cccnc1	-0.96	0.3
CCc1ccc2nc(SCC(=O)NCC3CCCO3)c(C#N)cc2c1 (stereo not given)	0.15	-1.8
N#Cc1ccc(-c2cccnc2)nc1SCc1ccc(Cl)c(Cl)c1	3.04	nt
Cc1ccnc(NC(=O)CCCOc2ccc(Cl)cc2C)c1	-1.01	-1.8
Cc1cccc(C)c1NC(=O)N1CCC(n2c(=O)[nH]c3ccccc32)CC1	0.31	0.7

A few values from the results shown.
Entry for Cc1cccc(-n2ncc3c(N)ncnc32)c1 in STK33 inh: 1.0
Entry for CS(=O)(=O)N(CC(=O)N1CCc2ccccc2C1)c1cccc([N+](=O)[O-])c1 in Kir21 block: -0.69
Entry for Cc1cccc(C)c1NC(=O)N1CCC(n2c(=O)[nH]c3ccccc32)CC1 in Kir21 block: 0.31
Entry for CCc1nn2c(=O)c(S(=O)(=O)Nc3ccccc3)c(C)nc2s1 in Kir21 block: -0.68
Entry for N#Cc1ccc(-c2cccnc2)nc1SCc1ccc(Cl)c(Cl)c1 in Kir21 block: 3.04
Entry for Cc1cc(F)c(F)cc1C(=O)N1CCCC1 in STK33 inh: 0.1

Next part:
canonical_smiles	Kir21 block	STK33 inh
O=C(NCc1ccc2c(c1)OCO2)c1cccnc1	0.49	0.6
CCN(CC)CCNC(=S)N1CCn2c(nc3ccccc32)C1	-0.58	0.8
COc1ccc(-c2cc(C(=O)N3CCN(C(=O)c4ccco4)CC3)[nH]n2)cc1	0.15	-2.1
CCNS(=O)(=O)c1ccc(-c2ccc(-n3cnnn3)cc2)cc1	-0.58	-1.1
CC(=O)NC1=NN(C(C)=O)C(C)(c2cccc([N+](=O)[O-])c2)S1 (stereo not given)	1.12	-0.8
Cc1cc2nn(-c3cccc4ccccc34)nc2cc1NC(=O)c1cccs1	-0.9	0.0
CC(=O)c1ccc(-c2ccc(Cn3c(C)nc4cc(N)c(C)nc43)cc2)cc1	-0.01	-0.3
C(=C\c1ccccc1)/CN1CCN(Cc2nc(Cc3ccccc3)no2)CC1	-0.13	-0.7
COc1ccc(OCCCn2cccc2/C=C2/C(=N)N3OC(C)=CC3=NC2=O)cc1	0.15	-0.9
O=C(CN1CCOCC1)NNC(=S)Nc1ccccc1	-0.02	0.4
CC(=O)Nc1ccc(NC(=O)C(C)OC(=O)CCC2CCCC2)cc1 (stereo not given)	0.88	0.2
COc1ccc(NC(=O)COC(=O)Cc2ccc(-c3ccccc3)cc2)c(OC)c1	-0.97	nt
CCS(=O)(=O)N1Cc2ccccc2CC1C(=O)Nc1nc2ccccc2s1 (stereo not given)	-1.32	0.0
S=C(NCC1CCCO1)N1CCN(c2nc(-c3ccc(Cl)cc3)cs2)CC1 (stereo not given)	1.34	-0.9
c1csc(-c2nn3c(Cn4nnc5ccccc54)nnc3s2)c1	-0.85	0.1
Cc1cccc(N2CCN(S(=O)(=O)c3c(C)[nH]c(C)c3C(=O)N3CCCC3)CC2)c1C	0.39	10.8
C=CCOc1ccc(Br)cc1CNC(C)(C)C	-2.61	0.7
